Compound activity as filed in PubChem.
FBA Mtb inh – inhibitors of M. tuberculosis fructose-bisphosphate aldolase; P9WQA3; purified M. tuberculosis FBA, fluorescence read-out; inhibition, % at 1 µM; hit rate 2.3% among 360,000; in the data active = inhibition above about 27%;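 also: 0% = vehicle and 100% = reference inhibitor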
Target sequence (P9WQA3 whole entry, looked up): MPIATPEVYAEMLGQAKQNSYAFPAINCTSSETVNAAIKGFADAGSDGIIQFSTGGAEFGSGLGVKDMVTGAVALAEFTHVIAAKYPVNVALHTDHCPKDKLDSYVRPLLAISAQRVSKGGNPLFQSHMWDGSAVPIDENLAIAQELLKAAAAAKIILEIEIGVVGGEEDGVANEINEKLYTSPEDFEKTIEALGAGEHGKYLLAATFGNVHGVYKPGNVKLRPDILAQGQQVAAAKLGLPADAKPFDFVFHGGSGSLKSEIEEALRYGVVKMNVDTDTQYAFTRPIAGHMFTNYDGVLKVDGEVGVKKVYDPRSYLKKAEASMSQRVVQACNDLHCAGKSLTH
CCHF vOTU inh – blocks the CCHF virus ovarian tumor domain protease; CCHFV vOTU protease, Pep-AMC fluorescence; inhibition, % at 11.5 µM; hit rate 0.55% among 370,000; also: 0% = vehicle wells with enzyme and 100% = no enzyme wells
VHR inh abs – DUSP3 (human) phosphatase inhibition; P51452; recombinant VHR phosphatase, pNPP absorbance; inhibition, % at 13.3 µM; hit rate 0.52% among 290,000; AID 1654; in the data active = inhibition above about 50%; also: some compounds called inactive have numbers as strong as hits
Target sequence (P51452 whole entry, looked up): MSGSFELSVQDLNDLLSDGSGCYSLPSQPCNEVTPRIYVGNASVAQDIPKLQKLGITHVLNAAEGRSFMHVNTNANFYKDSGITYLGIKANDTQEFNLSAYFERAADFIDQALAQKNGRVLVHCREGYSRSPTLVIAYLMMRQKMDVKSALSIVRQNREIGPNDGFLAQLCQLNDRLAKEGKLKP
GDH-TPI inh – GDH-TPI coupled enzyme inhibition counter-screen; GDH-TPI coupled enzyme counterscreen, NADH absorbance; inhibition, % at 4.8 µM; hit rate 1.2% among 360,000; AID 588335;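 also: 0% = DMSO wells and 100% = wells lacking the enzyme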
BoNT F protease – inhibitors of Botulinum neurotoxin F light chain protease. Multiplex microsphere protease cleavage assay, flow cytometry. inhibition, % at 10 µM. hit rate 0.22% among 360,000. AID 588497; in the data active = inhibition above about 35%, passing the limit was not always enough; inconclusive = no clear call, values can overlap the other calls; also: plate controls were buffer without enzyme for full effect and enzyme alone for no effect
FadD28 binding – M. tuberculosis FadD28 bisubstrate binding inhibition. FadD28 bisubstrate probe binding, fluorescence polarization. inhibition, % at 12.5 µM. hit rate 0.22% among 360,000. AID 588549; in the data active = inhibition above about 8.5%, passing the limit was not always enough; inconclusive = no clear call, values can overlap the other calls
MazF activator – MazEF (E. coli) toxin RNase activation; FAM/BHQ RNA-DNA oligo cleavage fluorescence, 5 h; activation, % at 20 µM; hit rate 0.32% among 350,000; AID 504720; in the data active = activation above about 50%
Target sequence (P0AE70 whole entry, looked up): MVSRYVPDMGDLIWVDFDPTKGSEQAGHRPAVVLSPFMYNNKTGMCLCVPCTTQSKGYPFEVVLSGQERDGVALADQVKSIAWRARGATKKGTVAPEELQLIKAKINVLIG
Rv3671c inh – inhibitors of M. tuberculosis serine protease Rv3671c | P9WHR9 | inhibition, % at 5.96 µM | hit rate 0.048% among 320,000 | AID 2606; in the data active = inhibition above about 38%;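 also: extracellular domain of Rv3671c used as enzyme; 0% = enzyme with DMSO and 100% = no enzyme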
UGM FP inh – blocks M. tuberculosis UGM enzyme; purified UGM, fluorescence polarization probe displacement; AID 504406; P9WIQ1; hit rate 0.06% among 320,000; inhibition, % at 10 µM; in the data active = inhibition above about 10%, passing the limit was not always enough; inconclusive = no clear call, values can overlap the other calls
Target sequence (P9WIQ1 whole entry, looked up): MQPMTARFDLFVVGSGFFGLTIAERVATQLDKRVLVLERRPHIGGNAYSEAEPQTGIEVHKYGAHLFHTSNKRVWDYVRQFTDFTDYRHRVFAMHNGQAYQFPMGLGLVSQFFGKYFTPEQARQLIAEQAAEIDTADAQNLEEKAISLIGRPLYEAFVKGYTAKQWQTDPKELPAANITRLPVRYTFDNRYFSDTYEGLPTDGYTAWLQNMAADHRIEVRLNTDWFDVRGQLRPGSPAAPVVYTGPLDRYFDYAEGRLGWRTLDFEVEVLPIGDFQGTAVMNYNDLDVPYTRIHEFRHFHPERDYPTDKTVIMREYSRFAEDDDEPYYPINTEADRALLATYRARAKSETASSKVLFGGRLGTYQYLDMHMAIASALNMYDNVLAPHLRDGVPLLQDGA
Mtb BioA inh – BioA (M. tuberculosis) enzyme inhibition; purified M. tuberculosis BioA enzyme, plate reader; inhibition, % at 9.99 µM; hit rate 0.096% among 360,000; in the data active = inhibition above about 40%; inconclusive = no clear call, values can overlap the other calls
* = called active by the depositor; ? = inconclusive; nt = not tested or not shown; + = active, no number; & = joins results of further samples. Rule as the data show it, unless noted: active = inhibition above about 30%; inactive = the rest. This is a random part of the collection. Share with any hit: about 4.9%.

compound	FBA Mtb inh	CCHF vOTU inh	VHR inh abs	GDH-TPI inh	BoNT F protease	FadD28 binding	MazF activator	Rv3671c inh	UGM FP inh	Mtb BioA inh
COc1ccc(-n2nc3cc(N)c(Br)cc3n2)cc1	4	1	26	25	?	-3.1	5	-9	-1.1	-1.1
N=C1C(c2nc3ccccc3s2)=C(O)CN1C1CCCCC1	-3	-6	8	10	-1	-2.9	8	-2	-0.1	nt
Cn1c(CC(=O)Nc2ccccc2)nnc1SCCOc1ccccc1	-1	9	14	-1	-12	-1.4	-3	-1	1.3	0.3
CCOC(=O)C1CCCN(Cc2ccccc2OCC)C1 (stereo not drawn)	0	-4	-8	-1	0	-2.4	-1	1	0.1	nt
CCS(=O)(=O)N1CCC(C(=O)NCCCN2CCCCCC2)CC1	1	-1	-25	3	-5	-1.2	6	-6	-1.9	-1.2
COc1cc(C#CC#CCN2CCCCC2)ccc1O	-5	-7	-34	17	-10	-1.7	-8	-8	0.1	-1.1
COc1ccc(CCNC(=O)C(C)SCc2ccccc2)cc1 (stereo not drawn)	-1	9	23	15	2	-1.4	-5	6	-1.4	0.8
COc1cc(OC)c2c(c1)OC(=O)CC2c1ccc(C)cc1 (stereo not drawn)	4	6	nt	4	-3	0.7	0	nt	nt	-2.3
CSc1nnc(C)c(=O)n1COC(=O)COc1ccccc1F	2	5	11	-4	-1	-2.7	-2	-5	-1.5	nt
NNc1nc2sc3c(c2c(=O)[nH]1)CCc1ccccc1-3	4	7	26	10	-7	1.1	4	-3	-0.6	nt
Cc1c(NC(=O)c2cc(C3CC3)on2)c(=O)n(-c2ccccc2)n1C	1	-2	29	3	-13	-0.7	-3	1	2.1	-0.7
CCOC(=O)C1CCN(C(=O)c2cc(C(C)(C)C)nn2Cc2ccccc2)CC1	-1	-7	17	8	-2	-1.7	1	7	3.1	0.4
O=C(c1ccc(Cl)cc1)N1CCN(CCc2ccccn2)CC1	3	-7	2	4	14	nt	-3	nt	1.3	4.2
CN1OC(CC(=O)O)N(c2ccc(Cl)cc2)C1=O (stereo not drawn)	1	-1	-28	7	10	0.2	10	1	1.9	-0.1
CSc1cccc(NC(=S)NCCCO)c1	2	-7	13	9	nt	0.2	3	-3	2.4	-0.7
CN(C)c1ccc(-c2ccccc2)nn1	-1	16	16	1	-16	0.2	2	3	3.1	2.2
O=c1[nH]c(=O)n(Cc2ccccc2)c2nc(-c3cccs3)n(CCO)c12	nt	-20	14	nt	nt	nt	7	3	0.3	nt
CC(C)(C)C1CCc2c(sc(NC(=O)c3cc(C4CC4)on3)c2C#N)C1 (stereo not drawn)	0	-1	9	6	-7	-0.1	-2	-5	0.3	-2.2
O=c1[nH]c(O)c(/C=C2\C=Nc3ccccc32)[nH]1	2	-3	-5	11	5	nt	3	nt	-1.7	-0.7
COCCCN1C(=O)C(CC(=O)NCCN2CCOCC2)CC(C(=O)N(C(C)C)C(C)C)=C1C (stereo not drawn)	2	10	nt	nt	4	-1.0	nt	nt	nt	1.4

compound	FBA Mtb inh	CCHF vOTU inh	VHR inh abs	GDH-TPI inh	BoNT F protease	FadD28 binding	MazF activator	Rv3671c inh	UGM FP inh	Mtb BioA inh
CCNC(=S)NNc1nnc(-c2ccccc2)c(-c2ccccc2)n1	2	-8	-4	5	13	-2.4	6	6	-1.1	-0.5
CCN(CC)CCCN=Cc1c(O)n(-c2cccc(C)c2C)c(=O)[nH]c1=O	7	10	36	-4	?	-1.4	10	1	0.0	1.1
CC(Oc1ccc(Br)cc1)C(=O)NNC(=O)CCN1CCN(c2ccccc2)CC1 (stereo not drawn)	-1	-1	nt	2	0	-0.6	5	-10	3.4	0.7
Cc1ccc2cccc(NC(=S)NC(=O)c3ccn(C)n3)c2n1	-1	5	22	7	-20	-5.1	6	-4	0.9	-0.6
COc1ccccc1NC(=O)C(C)Sc1nnnn1C (stereo not drawn)	0	-1	-16	-2	-9	-2.9	-3	4	1.2	-0.7
Cc1ccc(S(=O)(=O)N(C)c2ccccc2C(=O)N2CCOCC2)cc1	-1	13	-19	0	-7	-2.8	8	-1	3.9	-1.1
CC(C)n1cc(CN2CCC(C(=O)Nc3cccc(-c4cccc(Cl)c4)c3)CC2)cn1	1	11	2	-2	-13	-26	3	3	-2.1	-1.1
CC(C)(C(=O)c1ccccc1)/[N+]([O-])=C/c1ccc(F)cc1	0	-13	nt	-2	4	-4.2	1	0	2.7	-1.7
CCOc1ccccc1N1CCN(C(=O)c2ccc(S(=O)(=O)Nc3ccccc3)cc2)CC1	3	-11	nt	3	-5	-1.1	4	-8	-0.4	-3.4
COc1ccc(C2CCCCCN2Cc2nc3ccccc3c(=O)n2CC(N)=O)cc1 (stereo not drawn)	-1	8	23	-1	2	nt	7	-7	0.7	0.3
CCOc1ccccc1NC(=O)c1cccc(NC(=O)C2CCCC2)c1	1	-7	1	4	-9	-1.6	-16	7	0.1	-1.0
O=C(/C=C/NNC(=O)c1ccccc1)c1ccc(Br)cc1	-7	10	-8	13	2	-6.7	-3	-6	2.1	-2.7
CCCCN1C(N)=NC[C@@H]1CCCCN	0	-5	nt	0	-3	-3.3	2	-7	-0.7	-2.2
Cn1c(=O)c2c(SCc3ccccn3)nc(C3CC3)nc2n(C)c1=O	3	-1	9	-6	-4	1.4	2	-1	-2.7	1.1
Cc1ccc(-n2ncc3c(=O)[nH]c(SCC(=O)N4CC(=O)Nc5ccccc54)nc32)cc1	-2	0	nt	-1	-1	?	-4	0	-0.9	0.0
O=C(c1ccc(F)cc1)C1CCN(C(=O)c2c(F)cccc2F)CC1	1	-5	-10	-17	-3	-4.1	1	1	6.1	-0.8
Fc1ccc(-n2cc(-c3ccccc3)c3c(NN4CCOCC4)ncnc32)cc1	-5	-11	1	-4	-13	-2.9	11	-12	1.4	nt
C[C@H](CO)N1C[C@H](C)[C@@H](CN(C)S(=O)(=O)c2cccs2)Oc2ccc(NC(=O)C3CC3)cc2C1=O	-3	-8	nt	-5	-4	-3.4	1	-2	nt	2.2
COc1ccc2cc3cc(C(=O)NCc4cccs4)oc3nc2c1	+	-170	17	31*	0	0.9	-1	-23	-1.3	-1.2
Cc1nc(/C(N)=N/OC(=O)c2ccccc2Cl)c(C(F)(F)F)o1	1	-14	3	11	-9	-0.5	4	7	0.4	-1.2

compound	FBA Mtb inh	CCHF vOTU inh	VHR inh abs	GDH-TPI inh	BoNT F protease	FadD28 binding	MazF activator	Rv3671c inh	UGM FP inh	Mtb BioA inh
CC1(c2cccc(N)c2)OCCO1	0	2	nt	3	-12	-0.6	-6	nt	nt	-0.6
O=C(CN1CCN(S(=O)(=O)c2ccc(C(F)(F)F)cc2)CC1)N1CCNC1=O	6	1	nt	4	1	-0.8	-9	-10	-0.7	-2.1
COc1ccc(S(=O)(=O)N(C)C[C@@H]2Oc3cc(Br)ccc3S(=O)(=O)N([C@H](C)CO)C[C@@H]2C)cc1	-1	9	nt	12	-1	0.3	1	nt	nt	0.9&0.0
O=C(NCc1ccccc1F)C1CCCN1C(=O)Nc1ccc(F)cc1 (stereo not drawn)	1	-13	2	9	nt	0.3	-2	1	2.7	0.0
CCn1c(CNc2ccc(F)cc2)nnc1SCC(=O)Nc1ccccc1OC	4	22	4	6	-10	-0.6	1	4	-2.0	12
O=C(c1ccc(CS(=O)(=O)c2cccc(C(F)(F)F)c2)o1)N1CCN(c2ccccn2)CC1	1	-6	24	2	-4	-1.3	0	-7	0.7	0.0
Cc1ccc(-c2nc(N/N=C/c3ccncc3)c3ccccc3n2)cc1	-1	11	-8	11	-10	-2.3	4	-25	0.5	-2.1
COc1ccc(NC(=S)NCCc2c[nH]c3ccc(OC)cc23)c(OC)c1	2	-10	20	7	-21	-0.3	-8	1	-0.1	0.3
Cc1ccc(CCNC(=O)CCS(=O)(=O)c2ccc3c(c2)oc(=O)n3C)cc1	0	9	14	2	-6	-1.6	-5	2	-1.3	-1.4
COc1cc2ccccc2cc1C(=O)NCc1ccncc1	18	-8	-2	-2	-9	-0.3	6	2	2.1	1.5
CCO[C@@H]1OC(C(=O)NCc2ccccc2)=C[C@H](c2cn(C(C)=O)c3ccccc23)[C@H]1CCCO	1	4	12	13	-8	1.3	5	1	-2.5	-1.3
Nc1nc(SCC(=O)c2ccc([N+](=O)[O-])cc2)n[nH]1	0	-15	-11	8	-5	1.3	7	-13	-2.0	nt
C#Cc1ccc([C@@H]2C=C(C(=O)OCC=C)O[C@H](OCCCCO)C2)cc1	3	-3	3	2	7	-0.9	-4	-17	-2.1	-5.4
CCN(CC(=O)Nc1ccc2c(c1)OCCO2)C(=O)C(C)Oc1ccc(Cl)cc1 (stereo not drawn)	2	8	nt	5	-3	0.7	-32	0	-2.2	0.2
O=C(Nc1nccs1)c1ccccn1	2	-4	47	0	2	0.6	6	-6	-1.5	nt
Cn1c(SCC(=O)Nc2ccccc2F)nnc1-c1ccc(S(=O)(=O)N2CCOCC2)cc1	-1	-2	32	19	5	-1.4	15	2	-1.7	-1.0
O=c1cc(-c2ccccc2)[nH]n1-c1nc2ccccc2s1	3	10	5	18	-7	0.1	0	-3	-1.9	-1.9
Cc1nn(C)c(C(=O)NC(=S)Nc2ccccc2Br)c1Cl	4	3	10	6	-10	-0.1	-1	3	-1.9	-1.6
CCOc1ccccc1N1CCN(C(=O)c2ccncc2)CC1	-1	-6	6	-2	-10	-1.5	9	2	1.8	nt
O=C(c1ccco1)N1CCC(c2nc3c(nnn3Cc3ccc(F)cc3)c(=O)[nH]2)CC1	2	0	2	0	-4	-3.4	22	-8	-2.0	8.7

compound	FBA Mtb inh	CCHF vOTU inh	VHR inh abs	GDH-TPI inh	BoNT F protease	FadD28 binding	MazF activator	Rv3671c inh	UGM FP inh	Mtb BioA inh
O=C(Nc1c(Cl)cccc1Cl)C1CCN(C(=O)c2cccs2)CC1	1	14	-3	-10	-6	-1.9	-5	1	1.5	-2.5
CC(C)(C)c1ccc(CC(=O)N2CCC2(C)C(=O)NS(=O)(=O)c2ccccc2Cl)cc1 (stereo not drawn)	3	14	nt	-6	-6	1.3	nt	nt	nt	-1.4
O=c1c2ccccc2sc2c(CO)ccc(NCCN3CCCCC3)c12	-7	6	nt	-2	-23	-5.5	2	nt	nt	nt
CCc1ccc(C(=O)Nc2ccc(OC)c(S(=O)(=O)N3CCCCC3)c2)cc1	-3	23	nt	0	-1	nt	-9	-13	2.6	-0.3
Cc1ccc(-c2cccc(-c3cc(=O)oc4ccc(C(C)(C)C)cc34)c2)cc1	6	2	nt	17	-2	-1.2	-4	nt	nt	-2.0
Cc1ccc(OCCCc2c(C)n[nH]c2C)cc1	-5	10	-5	-2	-4	-3.1	5	0	3.6	nt
Cn1cc(Br)cc2nc(C(F)(F)F)nc1-2	9	5	-2	5	-16	-2.3	2	1	1.2	-0.8
CCc1nc2c(OCCC3CCCCC3)cccn2c1N(C)C(=O)COc1ccccc1	0	36*	nt	-5	0	-6.0	nt	nt	nt	-1.7
O=C1CCCN1c1ccc(C(=O)N(Cc2nnc(-c3ccccc3Cl)o2)C2CC2)cc1	6	18	nt	8	nt	-0.7	-17	12	1.3	-0.8
Cc1nnc(NC(=O)CCNC(=O)c2ccccc2Cl)s1	6	-18	-5	0	-3	-1.0	-11	3	-2.3	nt
COc1ccc(NC(=O)C2CC3CCC2C3)c(OC)c1 (stereo not drawn)	1	-4	nt	3	?	-2.8	-20	5	-2.5	-0.9
COc1ccc(C(C(=O)OCCN(C)C)c2ccccc2)cc1 (stereo not drawn)	6	3	11	-11	-15	-3.9	-2	-7	0.9	-0.9

Reformatted with each value named: part of the list above
O=C(Nc1c(Cl)cccc1Cl)C1CCN(C(=O)c2cccs2)CC1
  FBA Mtb inh = 1	CCHF vOTU inh = 14	VHR inh abs = -3	GDH-TPI inh = -10	BoNT F protease = -6	FadD28 binding = -1.9	MazF activator = -5	Rv3671c inh = 1	UGM FP inh = 1.5	Mtb BioA inh = -2.5

CC(C)(C)c1ccc(CC(=O)N2CCC2(C)C(=O)NS(=O)(=O)c2ccccc2Cl)cc1 (stereo not drawn)
  FBA Mtb inh = 3	CCHF vOTU inh = 14	VHR inh abs = nt	GDH-TPI inh = -6	BoNT F protease = -6	FadD28 binding = 1.3	MazF activator = nt	Rv3671c inh = nt	UGM FP inh = nt	Mtb BioA inh = -1.4
